Assay outcomes: PubChem BioAssay, several laboratories
OPRM1-OPRD1 inv: inverse agonist of human OPRM1-OPRD1 heterodimerization | cell-based MOR-DOR heterodimer luminescence, inverse agonism | inhibition, % at 9.3 µM | hit rate 0.21% among 340,000 | AID 504357; in the data active = inhibition above about 22%, passing the limit was not always enough;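 note: 0% = cells with DMSO and 100% = wells without cells with DMSO; values of inactives mirror those of a sister screen read the other way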
Ecoli viability: bacterial growth inhibition, counter-screen for AddAB inhibitors | E. coli V3065 growth, OD600 absorbance, 18 h | inhibition, % at 11.9 µM | hit rate 0.27% among 330,000 | AID 449728;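 active = inhibition above the campaign's mean inhibition across all tested compounds plus 3 SD, cut at about 9.9% in these data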;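 note: uninfected addAB+ strain grown without phage in ampicillin broth; 0% = DMSO wells and 100% = ciprofloxacin 0.95 µg/ml wells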
OPRM1-OPRD1 ag: OPRM1-OPRD1 heterodimerization agonism; hit rate 0.3% among 340,000; activation, % at 9.3 µM; cells, luminescence; in the data active = activation above about 18%;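 note: 0% = vehicle-treated cells and 100% = reference agonist; values of inactives mirror those of a sister screen read the other way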
HTR5A inv ctr: inverse agonist of human HTR5A in OPRM1-OPRD1 counter-screen | P47898 | HTR5A cell line, luminescence, inverse agonism | inhibition, % at 9.3 µM | hit rate 0.083% among 340,000 | AID 504634; in the data active = inhibition mostly above about 23%, no sharp cut-off; inactive = mostly below about 18%;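 note: 0% = cells with DMSO and 100% = no-cell wells with DMSO; some compounds called inactive have numbers as strong as hits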
Target sequence (P47898 whole entry, looked up): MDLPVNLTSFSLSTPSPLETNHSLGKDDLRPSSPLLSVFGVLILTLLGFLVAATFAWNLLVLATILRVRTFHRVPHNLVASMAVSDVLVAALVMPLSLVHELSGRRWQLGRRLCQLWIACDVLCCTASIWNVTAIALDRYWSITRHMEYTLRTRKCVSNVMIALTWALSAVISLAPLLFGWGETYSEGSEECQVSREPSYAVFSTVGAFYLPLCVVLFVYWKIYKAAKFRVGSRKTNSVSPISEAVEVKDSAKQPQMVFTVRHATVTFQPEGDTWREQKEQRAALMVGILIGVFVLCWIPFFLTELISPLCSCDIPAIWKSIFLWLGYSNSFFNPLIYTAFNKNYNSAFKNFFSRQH
phage Ecoli inh: E. coli growth loss with phage present; growth absorbance; inhibition, % at 11.9 µM; hit rate 0.26% among 360,000; AID 651602; in the data active = inhibition above about 11%
AddAB inh: less growth of phage-infected E. coli with AddAB | inhibition, % at 11.9 µM | E. coli expressing H. pylori AddAB, absorbance growth | hit rate 0.29% among 330,000; in the data active = inhibition above about 12%;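 note: 0% = vehicle wells of infected cells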
PKA-R1A activ: PKA-R1A complex activation. P00514+P68181. PKA-R1A dissociation, Cy5-IP20 fluorescence polarization; scaled: DMSO 0%, 113 µM cGMP 100%. activation, % at 11.4 µM. hit rate 0.083% among 340,000. AID 504707;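 active = percent activation above the mean of all tested compounds plus 3 SD, cut at about 19% in these data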;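 note: higher means more PKAc released from R1A so a rise in polarization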
PfHsp90 set2: inhibits growth of yeast expressing Plasmodium falciparum Hsp90; AID 504621; hit rate 0.32% among 310,000; inhibition, % at 9.4 µM; S. cerevisiae expressing PfHsp90, BacTiter-Glo ATP, 48 h; yeast lacking PDR1 and PDR3 efflux regulators;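 active = every replicate shows inhibition above about 80%, whatever the replicate mean, limit read from the data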;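 note: 0% = DMSO neutral controls and 100% = 20 µM radicicol positive controls; yeast relying on Plasmodium falciparum Hsp90 in place of its own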
Mot1-301 SUMO: blocks SUMOylation pathway, rescuing yeast Mot1-301 growth | hit rate 1% among 320,000 | growth rescue, % at 18.8 µM | S. cerevisiae Mot1-301 growth rescue, ATP luminescence, 38.5C; percent above DMSO median, 100 means doubled | AID 2716;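 active = every valid replicate shows activation above 250% relative to neutral control wells; inactive = the rest, any valid replicate at or below 250%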;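 note: OY570 slx delta 5 strain wells were the positive control but not used for scaling; some compounds called inactive have numbers as strong as hits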
Tat export inh: E. coli Tat transport inhibition. E. coli MC4100 TorA-mCherry Tat export, fluorescence. inhibition, % at 10 µM. hit rate 0.036% among 340,000;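 active = mean replicate inhibition at least 50% and at least half of replicates individually reaching 50%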;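 note: exported cargo escapes ClpAP degradation while cytoplasmic cargo is degraded and loses fluorescence; 0% = median of neutral control wells and 100% = median of NaSCN control wells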
PKA-R2B act: PKA-R2B complex activation; P22694+P31323; hit rate 0.079% among 340,000; AID 504700; PKA-R2B holoenzyme dissociation, Cy5-IP20 fluorescence polarization; R2B truncated from residue 108, S112A mutant; 0% DMSO only, 100% 113 µM cGMP; activation, % at 11.4 µM;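 active = activation above a cutoff set at the mean over all compounds plus 3 SD, cut at about 18% in these data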;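 note: higher means more holoenzyme dissociation and a rise in polarization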
Target sequence (P31323 whole entry, looked up, other chains not shown, the tested form may be a part): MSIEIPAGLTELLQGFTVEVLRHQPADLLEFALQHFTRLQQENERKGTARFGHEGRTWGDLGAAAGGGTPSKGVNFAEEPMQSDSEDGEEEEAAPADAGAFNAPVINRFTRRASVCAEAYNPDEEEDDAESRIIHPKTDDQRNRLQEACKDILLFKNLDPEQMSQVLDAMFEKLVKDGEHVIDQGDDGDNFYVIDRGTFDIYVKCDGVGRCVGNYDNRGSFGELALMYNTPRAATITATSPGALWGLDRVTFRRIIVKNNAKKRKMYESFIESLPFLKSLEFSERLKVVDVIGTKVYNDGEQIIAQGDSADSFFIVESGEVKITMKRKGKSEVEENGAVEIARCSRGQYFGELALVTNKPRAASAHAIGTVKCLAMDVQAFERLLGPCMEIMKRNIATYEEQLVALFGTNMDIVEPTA
* = called active by the depositor.

Screening CCOc1ccc(N(CC(=O)Nc2ccccc2OC)S(=O)(=O)c2ccccc2)cc1 returned OPRM1-OPRD1 inv 6, OPRM1-OPRD1 ag -1.2, HTR5A inv ctr -6, phage Ecoli inh 0.0, PKA-R1A activ -2, PfHsp90 set2 3, Mot1-301 SUMO 164, Tat export inh 7 and PKA-R2B act -4.
Screening COc1ccccc1CNC(=O)COC(=O)C1CCN(S(=O)(=O)c2ccccc2)CC1 returned OPRM1-OPRD1 inv 15, Ecoli viability -0.4, OPRM1-OPRD1 ag -3.1, HTR5A inv ctr 7, phage Ecoli inh 1.4, AddAB inh 1.6, PKA-R1A activ -8, PfHsp90 set2 -13, Mot1-301 SUMO 0, Tat export inh 3 and PKA-R2B act 1.
COc1ccc(CC(=O)N2CCN(c3cccc(C)c3C)CC2)cc1 was read as OPRM1-OPRD1 inv 5, Ecoli viability -0.8, OPRM1-OPRD1 ag -0.9, HTR5A inv ctr 1, phage Ecoli inh 0.6, AddAB inh 2.1, PKA-R1A activ 0, PfHsp90 set2 0, Mot1-301 SUMO -26, Tat export inh 16 and PKA-R2B act -8.
For Cc1ccsc1C=Nc1ccc(O)cc1 the results were OPRM1-OPRD1 inv -30, Ecoli viability -1.2, OPRM1-OPRD1 ag 6.0, HTR5A inv ctr -25, AddAB inh 1.7, PKA-R1A activ -15, PfHsp90 set2 14, Mot1-301 SUMO -14, Tat export inh -7 and PKA-R2B act -10.
Screening O=C(CSc1nc2ccccc2s1)NCc1ccc2c(c1)OCO2 returned OPRM1-OPRD1 inv 1, Ecoli viability 0.7, OPRM1-OPRD1 ag -0.2, HTR5A inv ctr -7, phage Ecoli inh 2.4, AddAB inh 3.2, PKA-R1A activ 7, PfHsp90 set2 -17, Mot1-301 SUMO 7, Tat export inh -2 and PKA-R2B act -4.
For COc1ccc(NC(=S)NC(=O)c2ccc(Br)o2)cc1 the results were OPRM1-OPRD1 inv 9, Ecoli viability -1.6, OPRM1-OPRD1 ag -1.2, HTR5A inv ctr 12, phage Ecoli inh 5.1, AddAB inh 3.3, PKA-R1A activ 5, PfHsp90 set2 2, Mot1-301 SUMO 143, Tat export inh 3 and PKA-R2B act -6.
Screening COc1cccc(Nc2ncc(C#N)c(N)n2)c1 returned Ecoli viability 2.5, phage Ecoli inh -0.7, AddAB inh 4.8, PfHsp90 set2 -51, Mot1-301 SUMO 4 and Tat export inh -4.
CC(=O)c1cc2c(cc1NC(=O)C1CCC1)OCO2 was read as OPRM1-OPRD1 inv 14, Ecoli viability -1.2, OPRM1-OPRD1 ag -3.1, HTR5A inv ctr 15, phage Ecoli inh 2.2, AddAB inh 4.7, PKA-R1A activ 0, PfHsp90 set2 -19, Mot1-301 SUMO 339, Tat export inh 2 and PKA-R2B act 0.
For O=C(c1ccoc1)N1CCC2(CC1)Oc1ccc(F)cc1C(=O)C21CC(c2ccc(Cl)cc2)=NO1 (stereo unspecified) the results were OPRM1-OPRD1 inv -1, Ecoli viability -3.1, OPRM1-OPRD1 ag 0.2, HTR5A inv ctr -5, phage Ecoli inh 1.5, AddAB inh 3.2, PKA-R1A activ -11, Mot1-301 SUMO -20, Tat export inh 4 and PKA-R2B act -19.
For CN(CCC#N)C(=O)c1cc2c(Cl)nc3ccccc3c2s1 the results were OPRM1-OPRD1 inv 6, Ecoli viability -1.4, OPRM1-OPRD1 ag -1.3, HTR5A inv ctr -27, phage Ecoli inh 2.0, AddAB inh 0.2, PKA-R1A activ 4, PfHsp90 set2 8, Mot1-301 SUMO 0, Tat export inh 6 and PKA-R2B act -5.
For O=C(O)CC/C(=N/NC(=O)CNC(=O)Cc1ccc(Cl)cc1)c1ccccc1 the results were OPRM1-OPRD1 inv -1, Ecoli viability -1.9, OPRM1-OPRD1 ag 0.2, HTR5A inv ctr -16, phage Ecoli inh -0.5, AddAB inh -1.1, PKA-R1A activ 1, PfHsp90 set2 3, Mot1-301 SUMO 187, Tat export inh 4 and PKA-R2B act -7.
Screening COc1ccc(C2=NN(C(=O)c3ccccc3)C(c3ccccc3)C2)c(O)c1 (stereo unspecified) returned OPRM1-OPRD1 inv -2, Ecoli viability -1.5, OPRM1-OPRD1 ag 0.4, HTR5A inv ctr -3, phage Ecoli inh 3.8, AddAB inh -1.4, PKA-R1A activ 10, PfHsp90 set2 4, Mot1-301 SUMO 211, Tat export inh 5 and PKA-R2B act -6.
`O=C(c1ccc(C#CC2(O)CCCCC2)cc1)N1CCN(Cc2ccccc2)CC1` gave OPRM1-OPRD1 inv 5, Ecoli viability 0.8, OPRM1-OPRD1 ag -1.3, HTR5A inv ctr -14, phage Ecoli inh 0.9, AddAB inh 3.8, PKA-R1A activ 3, PfHsp90 set2 20, Mot1-301 SUMO -10, Tat export inh 4 and PKA-R2B act -5.
For CC(=O)c1ccc(N2CCN(C(=O)Nc3ccc(C(C)C)cc3)CC2)cc1 the results were OPRM1-OPRD1 inv 3, Ecoli viability 5.2, OPRM1-OPRD1 ag -0.6, HTR5A inv ctr 11, phage Ecoli inh 1.6, AddAB inh 5.2, PKA-R1A activ -7, PfHsp90 set2 -15, Mot1-301 SUMO 17, Tat export inh 1 and PKA-R2B act -1.
CCn1cc(C(C)NC(=O)Nc2ccc3c(c2)OCO3)c(C)n1 (stereo unspecified) was read as OPRM1-OPRD1 inv 10, Ecoli viability 1.0, OPRM1-OPRD1 ag -2.0, HTR5A inv ctr 9, phage Ecoli inh 4.5, AddAB inh -1.4, PKA-R1A activ -10, PfHsp90 set2 -12, Mot1-301 SUMO 82, Tat export inh -5 and PKA-R2B act 4.
For CC(=O)c1ccc(N2CCN(c3ccccc3O)CC2)c([N+](=O)[O-])c1 the results were OPRM1-OPRD1 inv -6, Ecoli viability -1.8, OPRM1-OPRD1 ag 1.2, HTR5A inv ctr -2, phage Ecoli inh 0.4, AddAB inh 0.7, PKA-R1A activ -2, PfHsp90 set2 -33, Mot1-301 SUMO -5, Tat export inh 1 and PKA-R2B act -8.
Screening CCOC(=O)C1(CCOC)CCN(Cc2nc(-c3cccs3)oc2C)CC1 returned OPRM1-OPRD1 inv -3, Ecoli viability 1.6, OPRM1-OPRD1 ag 0.6, HTR5A inv ctr -6, phage Ecoli inh 2.9, AddAB inh 0.8, PKA-R1A activ -1, PfHsp90 set2 2, Mot1-301 SUMO -10, Tat export inh -5 and PKA-R2B act 0.
O=C(COC(=O)c1ccco1)NCCc1ccc(Cl)cc1 was read as OPRM1-OPRD1 inv 4, Ecoli viability -2.2, OPRM1-OPRD1 ag -1.0, HTR5A inv ctr -21, phage Ecoli inh 5.6, AddAB inh -0.2, PKA-R1A activ -6, PfHsp90 set2 -2, Mot1-301 SUMO -2, Tat export inh -14 and PKA-R2B act -2.
Screening CN1CCN(C(=O)c2ccc3c(c2)N(Cc2ccc(Cl)cc2)C(=O)c2ccccc2S3=O)CC1 (stereo unspecified) returned OPRM1-OPRD1 inv 8, Ecoli viability 2.1, OPRM1-OPRD1 ag -1.6, HTR5A inv ctr -10, phage Ecoli inh 2.7, AddAB inh 2.5, PKA-R1A activ 1, PfHsp90 set2 9, Mot1-301 SUMO -29, Tat export inh -10 and PKA-R2B act 0.
COc1cc2c(cc1OC)C(c1cccc(Br)c1)CC(=O)N2 (stereo unspecified) was read as OPRM1-OPRD1 inv 9, OPRM1-OPRD1 ag -1.8, HTR5A inv ctr 8, phage Ecoli inh 1.6, PKA-R1A activ 1, PfHsp90 set2 7, Mot1-301 SUMO -10, Tat export inh -4 and PKA-R2B act 6.
`COc1ccccc1-c1nc2ccccc2nc1-c1ccccc1OC` gave OPRM1-OPRD1 inv 1, Ecoli viability -1.6, OPRM1-OPRD1 ag -0.2, HTR5A inv ctr -6, phage Ecoli inh -2.1, AddAB inh 3.2, PKA-R1A activ -2, PfHsp90 set2 -24, Mot1-301 SUMO 395*, Tat export inh -5 and PKA-R2B act -4.
CCOc1ccccc1C1C(C#N)=C(N)Oc2n[nH]c(CC)c21 (stereo unspecified) was read as OPRM1-OPRD1 inv 8, Ecoli viability 1.7, OPRM1-OPRD1 ag -1.3, HTR5A inv ctr 4, phage Ecoli inh 0.8, AddAB inh -0.3, PKA-R1A activ 2, PfHsp90 set2 12, Mot1-301 SUMO -4, Tat export inh 13 and PKA-R2B act -4.
`Cc1ccnc(NC(=O)COc2ccccc2[N+](=O)[O-])c1` gave OPRM1-OPRD1 inv 4, OPRM1-OPRD1 ag -0.5, HTR5A inv ctr 9, phage Ecoli inh 5.2, PKA-R1A activ -6, PfHsp90 set2 3, Tat export inh 0 and PKA-R2B act -4.
For CC(=O)Oc1ccc(/C=C(\NC(=O)c2ccco2)C(=O)NCc2ccco2)cc1 the results were OPRM1-OPRD1 inv -12, Ecoli viability 1.4, OPRM1-OPRD1 ag 1.5, HTR5A inv ctr 2, phage Ecoli inh 1.2, AddAB inh 1.8, PKA-R1A activ -7, PfHsp90 set2 7, Mot1-301 SUMO 25, Tat export inh -5 and PKA-R2B act -1.
Screening CCC(=O)c1ccc(O)c(CC=C(C)C)c1 returned OPRM1-OPRD1 inv -16, Ecoli viability 1.6, OPRM1-OPRD1 ag 3.9, HTR5A inv ctr 18, phage Ecoli inh 2.7, AddAB inh 4.9, PKA-R1A activ 1, PfHsp90 set2 -75, Mot1-301 SUMO -6, Tat export inh 6 and PKA-R2B act 3.
Screening OC(CN1CCN(c2ccccn2)CC1)Cn1c2ccccc2c2ccccc21 (stereo unspecified) returned OPRM1-OPRD1 inv -20, Ecoli viability 0.3, OPRM1-OPRD1 ag 3.5, HTR5A inv ctr 8, phage Ecoli inh 12*, AddAB inh 4.9, PKA-R1A activ -2, PfHsp90 set2 4, Mot1-301 SUMO -15, Tat export inh 6 and PKA-R2B act -3.
Screening Cc1noc(C)c1NC(=O)N(C)C[C@H]1Oc2c(NC(=O)Nc3ccccc3)cccc2C(=O)N([C@H](C)CO)C[C@@H]1C returned OPRM1-OPRD1 inv -17, Ecoli viability 0.6, OPRM1-OPRD1 ag 3.0, HTR5A inv ctr -17, phage Ecoli inh 3.6, AddAB inh 4.6, PKA-R1A activ 6, PfHsp90 set2 9, Mot1-301 SUMO 19, Tat export inh -1 and PKA-R2B act -5.
`Cc1ccc(NCc2cccnc2)c(Br)c1` gave OPRM1-OPRD1 inv 23, Ecoli viability -0.6, OPRM1-OPRD1 ag -4.5, HTR5A inv ctr 5, phage Ecoli inh 2.9, AddAB inh -1.1, PKA-R1A activ -2, PfHsp90 set2 6, Mot1-301 SUMO 552, Tat export inh 2 and PKA-R2B act -12.
For CCCC1CCC(=C(C#N)C(N)=O)CC1 (stereo unspecified) the results were OPRM1-OPRD1 inv 8, Ecoli viability 2.1, OPRM1-OPRD1 ag -1.6, HTR5A inv ctr -20, phage Ecoli inh 4.8, AddAB inh 7.0, PKA-R1A activ -6, PfHsp90 set2 -16, Mot1-301 SUMO -8, Tat export inh 6 and PKA-R2B act -1.
Screening Cc1ccccc1-c1nc(CN2CCC(C(=O)NCCC3=CCCCC3)CC2)c(C)o1 returned OPRM1-OPRD1 inv -8, Ecoli viability 0.4, OPRM1-OPRD1 ag 1.7, HTR5A inv ctr 4, phage Ecoli inh 2.8, AddAB inh -0.5, PKA-R1A activ 5, PfHsp90 set2 -6, Mot1-301 SUMO -20, Tat export inh 1 and PKA-R2B act -14.

Compounds as they come; 2.2% or so of the library scored in one or more.
